# Bcl-B displacement: displacers of TR3 peptide from Bcl-B, primary screen, selectivity assay for Bfl-1 inhibitor project, biochemical, fluorescence polarization. Bcl-2-like protein 10 (Homo sapiens). FP displacement of FITC-TR3 peptide from Bcl-B; higher % means a stronger effect. displacement, % at 20 µM; hits with a dose series show IC50 in µM. 96,000 tested, 0.11% active;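 active = displacement above 50% at 20 µM plus a fluorescence interference ratio under 1.5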;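 also: plate controls were wells without compound for no effect and wells lacking Bcl-B protein for full effect; a part of the inactive calls stands beside numbers as strong as those of hits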
# NFkB transloc inh: inhibitors of IL-1B driven NFkB p65 nuclear import, primary screen, imaging, HUVEC, IL-1B stimulus, high-content imaging. HUVEC IL-1B NFkB p65 nuclear translocation imaging. inhibition, % at 2 µM. 94,000 tested, 0.43% active. AID 796, 2007;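 active = inhibition above about 30% together with a positive call from visual inspection of the well image, limit read from the data; inconclusive = inhibition above a set limit but visual check negative; inactive = inhibition not above a set limit, visual check negative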;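 also: nuclear over cytoplasmic p65 intensity ratio measured by imaging; 0% = IL-1B stimulated DMSO wells and 100% = unstimulated DMSO wells; values of inactives mirror those of a sister screen read the other way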
# PLAP inhibitors HTS: PLAP enzyme inhibitors, biochemical, luminescence, HTS (AID 690); purified PLAP, luminescent substrate; higher % means a stronger effect; inhibition, % at 20 µM, or IC50 in µM where a hit was titrated; 96,000 tested, 0.08% active; in the data active = a potency from the dose series; inactive = the rest, 99 in 100 with inhibition below about 30%; also: strong numbers were not always called active
# MRP reversal: reversal of MRP1-mediated doxorubicin resistance, primary screen, H69AR cells, doxorubicin co-treatment | AID 602, 2007 | differential viability (reversal), % at 10 µM | 85,000 tested, 0.04% active | H69AR cells + 2 uM doxorubicin, CellTiter-Glo, 72 h;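 active = viability drop by adding the cancer drug above about 55%, with treated viability meeting a 40% cutoff, limit read from the data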;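 also: viability without doxorubicin minus viability with 2 µM doxorubicin for each compound; larger differential means the compound sensitizes cells more to doxorubicin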
# IL1B NFkB pot: enhancers of NFkB p65 translocation in HUVEC – imaging, IL-1B stimulus, high-content imaging, primary screen. HUVEC IL-1B NFkB p65 nuclear translocation imaging. activation, % at 2 µM. 94,000 tested, 0.3% active;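 active = activation above 40%, about the mean plus 3 SD, also judged a hit on visual image review; inconclusive = activation above 40% but not a hit on visual review; inactive = activation not above 40% and no visual hit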;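 also: percent activation is computed from the nuclear over cytoplasmic p65 intensity ratio; values of inactives mirror those of a sister screen read the other way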
# MRP reversal cytotoxicity: second read-out of MRP reversal, no call of its own (marks repeat the call); viability, %; H69AR cells, CellTiter-Glo, 72 h; measured here: cytotoxicity without doxorubicin
# MRP reversal with doxorubicin: second read-out of MRP reversal, no call of its own (marks repeat the call); viability, %; measured here: viability with 2 uM doxorubicin; active compounds read low
# NFkB transloc inh cell count 2 µM: second read-out of NFkB transloc inh, no call of its own (marks repeat the call); cell count; measured here: cells passing quality filter;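 raw number of nuclei counted in each imaged well without normalization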
# IL1B NFkB pot cell count 2 µM: recorded beside IL1B NFkB pot, whose call it bears; cell count; measured here: cells passing quality filter
# An asterisk follows results filed as active; ? = inconclusive; nt = not tested or not shown. These rows are one share of the data. The share of hits here may be higher or lower than overall.
SMILES,Bcl-B displacement,NFkB transloc inh,NFkB transloc inh cell count 2 µM,PLAP inhibitors HTS,MRP reversal,MRP reversal cytotoxicity,MRP reversal with doxorubicin,IL1B NFkB pot,IL1B NFkB pot cell count 2 µM
CCOc1ccc(C(C(=O)NC2CCCC2)N(Cc2ccccc2)C(=O)c2nsc(Cl)c2Cl)cc1 (stereo not given),0%,-9,117,-48%,nt,nt,nt,9,117
COc1ccc(C(=O)N2CCN(S(=O)(=O)c3ccc(Cl)cc3)CC2)cc1OC,7%,-2,146,-60%,6,95,89,2,146
COC(=O)c1cc(=O)nc2sc(-c3ccccc3)nn12,4%,-20,120,13%,4,103,99,20,120
CC(CCc1ccccc1)NC(=O)CN1CCN(Cc2ccc(Cl)cc2)C1=O (stereo not given),-11%,-34,194,-55%,-9,94,103,34,194
COc1ccc(C/C(N)=N/n2cnnc2)cc1Cl,-16%,-3,161,-3%,nt,nt,nt,3,161
NC(=O)c1ccc(-n2nnnc2Oc2ccccc2)cc1,-6%,-2,100,18%,6,77,72,2,100
CC1(C)CC(CCC(=O)Nc2ccc(S(N)(=O)=O)cc2)C(=O)O1 (stereo not given),-1%,nt,nt,12%,-3,86,89,nt,nt
O=C(NCc1ccc(Cl)cc1)c1cnn2ccccc12,1%,-1,172,3%,21,105,83,1,172
COc1cc2c(cc1NC(=O)c1cc(-c3cccnc3)nc3ccc(C)cc13)oc1ccccc12,-19%,9,123,-11%,nt,nt,nt,-9,123
CCOC(=O)C1=C(CN2CCc3ccccc32)NC(=O)NC1c1cccc([N+](=O)[O-])c1 (stereo not given),-2%,-4,186,-20%,-19,16,36,4,186
CCC(=O)Nc1cc2c(cc1C(=O)c1ccccc1)OCCO2,5%,-23,138,4%,nt,nt,nt,23,138
COc1ccccc1NC(=O)Nc1nnc(-c2ccco2)s1,-1%,-5,79,-12%,nt,nt,nt,5,79
CCCc1nn(C)c2c1C(c1cccnc1)C(C#N)=C(N)O2 (stereo not given),-17%,-8,126,-21%,11,90,79,8,126
Cc1cccc(-c2cc(C(=O)Nc3sc(C)c(C)c3C(N)=O)c3ccccc3n2)c1,-3%,-5,119,-6%,nt,nt,nt,5,119
Cc1sc2ncnc(N3CCCCC3)c2c1C,-5%,-1,166,20%,14,101,86,-7,55
CSc1ccccc1NC(=O)C1CCCO1 (stereo not given),-6%,nt,nt,5%,-5,91,96,nt,nt
CCOC(=O)c1ccc(S(=O)(=O)N2CCN(CC(=O)NC(=O)NC3CCCCC3)CC2)cc1,12%,5,161,-59%,-3,102,105,-5,161
CCCn1c2c(c(O)c(C(=O)NC)c1=O)CCCC2,nt,-1,109,nt,6,92,86,1,109
O=C(NCc1ccco1)c1ccc2snnc2c1,nt,2,101,nt,nt,nt,nt,-2,101
CCn1cc(C(=O)NCc2ccc(OC)cc2OC)c(=O)c2ccc(C)nc21,19%,nt,nt,2%,-12,77,89,nt,nt

# Reformatted with bars between the fields: 15 of the compounds above.
Compound | Bcl-B displacement | NFkB transloc inh | NFkB transloc inh cell count 2 µM | PLAP inhibitors HTS | MRP reversal | MRP reversal cytotoxicity | MRP reversal with doxorubicin | IL1B NFkB pot | IL1B NFkB pot cell count 2 µM
CCOc1ccc(C(C(=O)NC2CCCC2)N(Cc2ccccc2)C(=O)c2nsc(Cl)c2Cl)cc1 (stereo not given) | 0% | -9 | 117 | -48% | nt | nt | nt | 9 | 117
COc1ccc(C(=O)N2CCN(S(=O)(=O)c3ccc(Cl)cc3)CC2)cc1OC | 7% | -2 | 146 | -60% | 6 | 95 | 89 | 2 | 146
COC(=O)c1cc(=O)nc2sc(-c3ccccc3)nn12 | 4% | -20 | 120 | 13% | 4 | 103 | 99 | 20 | 120
CC(CCc1ccccc1)NC(=O)CN1CCN(Cc2ccc(Cl)cc2)C1=O (stereo not given) | -11% | -34 | 194 | -55% | -9 | 94 | 103 | 34 | 194
COc1ccc(C/C(N)=N/n2cnnc2)cc1Cl | -16% | -3 | 161 | -3% | nt | nt | nt | 3 | 161
NC(=O)c1ccc(-n2nnnc2Oc2ccccc2)cc1 | -6% | -2 | 100 | 18% | 6 | 77 | 72 | 2 | 100
CC1(C)CC(CCC(=O)Nc2ccc(S(N)(=O)=O)cc2)C(=O)O1 (stereo not given) | -1% | nt | nt | 12% | -3 | 86 | 89 | nt | nt
O=C(NCc1ccc(Cl)cc1)c1cnn2ccccc12 | 1% | -1 | 172 | 3% | 21 | 105 | 83 | 1 | 172
COc1cc2c(cc1NC(=O)c1cc(-c3cccnc3)nc3ccc(C)cc13)oc1ccccc12 | -19% | 9 | 123 | -11% | nt | nt | nt | -9 | 123
CCOC(=O)C1=C(CN2CCc3ccccc32)NC(=O)NC1c1cccc([N+](=O)[O-])c1 (stereo not given) | -2% | -4 | 186 | -20% | -19 | 16 | 36 | 4 | 186
CCC(=O)Nc1cc2c(cc1C(=O)c1ccccc1)OCCO2 | 5% | -23 | 138 | 4% | nt | nt | nt | 23 | 138
COc1ccccc1NC(=O)Nc1nnc(-c2ccco2)s1 | -1% | -5 | 79 | -12% | nt | nt | nt | 5 | 79
CCCc1nn(C)c2c1C(c1cccnc1)C(C#N)=C(N)O2 (stereo not given) | -17% | -8 | 126 | -21% | 11 | 90 | 79 | 8 | 126
Cc1cccc(-c2cc(C(=O)Nc3sc(C)c(C)c3C(N)=O)c3ccccc3n2)c1 | -3% | -5 | 119 | -6% | nt | nt | nt | 5 | 119
Cc1sc2ncnc(N3CCCCC3)c2c1C | -5% | -1 | 166 | 20% | 14 | 101 | 86 | -7 | 55

# Next section.
SMILES,Bcl-B displacement,NFkB transloc inh,NFkB transloc inh cell count 2 µM,PLAP inhibitors HTS,MRP reversal,MRP reversal cytotoxicity,MRP reversal with doxorubicin,IL1B NFkB pot,IL1B NFkB pot cell count 2 µM
COCCNC(=O)CN1CCC(NC(=O)C(C)(C)C)CC1,4%,12,108,-3%,nt,nt,nt,-12,108
O=C(Cn1cnc2ccccc2c1=O)NCCC(=O)Nc1ccc2c(c1)OCCO2,1%,-55,138,-2%,-3,103,105,?,nt
O=C(O)COc1ccc(-c2nnn(CC(=O)O)n2)cc1,-8%,-13,161,13%,-7,91,98,13,161
Cc1cc(NC(=O)c2ccc(NC(=O)C(C)C)cc2)no1,9%,9,145,20%,-19,64,83,-9,145
Cc1ccc(NC(=O)c2ccc(CN3CCc4ccccc4C3)cc2)cc1,-6%,2,111,15%,nt,nt,nt,-2,111
CCOCCn1c(N(C)Cc2ccccc2)nc2c1c(=O)[nH]c(=O)n2C,4%,nt,nt,-22%,12,85,73,nt,nt
C=CCNC(=O)NC(=O)COC(=O)/C(C#N)=C/c1cc(C)n(CCC(C)C)c1C,-7%,-9,98,-16%,2,91,89,9,98
Cc1ccc(-c2cc(C(F)F)n3ncc(C(=O)N4CCN5CCCC5C4)c3n2)cc1 (stereo not given),-4%,5,116,-54%,30,79,48,-5,116
O=C1Nc2ccc([N+](=O)[O-])cc2C1(O)N1CCCCCC1 (stereo not given),-4%,10,206,16%,nt,nt,nt,-10,206
N#Cc1c(N)nc(-c2ccccc2)nc1-c1ccccc1,-8%,nt,nt,19%,-4,59,63,nt,nt
CCN(CCO)Cc1csc2c(Br)cccc12,12%,-20,144,-4%,nt,nt,nt,20,144
COc1ccc(OC)c(-c2cc(C(=O)N3CCN(c4ccccc4)CC3)no2)c1,-28%,-16,50,-50%,2,87,86,15,50
CC(C)OC(=O)c1nnc(Cc2ccc(F)cc2)o1,0%,7,164,-6%,4,106,103,-7,164
COC(=O)CSc1nc(NC#N)nc(NC(C)C)n1,-4%,10,186,-16%,9,98,89,-10,186
CC(C)CNC(=S)N1CCC(NC(=O)C23CC4CC(CC(C4)C2)C3)CC1,nt,-13,94,nt,4,83,79,13,94
O=S(=O)(c1ccc2ccccc2c1)N1CCC(c2nc(-c3ccncc3)no2)CC1,nt,-3,108,nt,-5,67,72,3,108
CN1CCN(Cc2ccc(-c3ccc(Cl)cc3)o2)CC1,-3%,6,65,-31%,11,81,70,-6,65
O=C(Nc1ccccc1)c1ccc(CSc2ncccn2)cc1,-15%,-7,182,6%,nt,nt,nt,7,182
COc1ccc(/C=N/NC(=O)c2ccc(COc3ccccc3Cl)o2)cc1,-14%,-4,156,9%,nt,nt,nt,4,156
CN(C)c1oc(-c2cccs2)nc1C#N,0%,5,111,13%,5,96,91,-5,111
Fc1cccc(F)c1CSc1nc2ccccc2[nH]1,-15%,-9,145,0%,-9,81,91,9,145
CCc1cccc(C)c1NC(=O)C1C2CCC(O2)C1C(=O)O (stereo not given),-3%,-18,150,20%,1,98,97,18,150
CCOC(=O)CNC(=O)C(=O)c1c(O)[nH]c2ccccc12,7%,3,173,21%,-12,92,103,-3,173
CCOC(=O)C1CCN(C(=O)C2CCN(c3nc4ccc(OC)cc4s3)CC2)CC1,-8%,-6,129,-33%,nt,nt,nt,6,129
Cc1ccc(S(=O)(=O)c2nc(-c3ccc(F)cc3)oc2SCC(N)=O)cc1,nt,-4,187,nt,nt,nt,nt,4,187
O=C1c2ccccc2C(=O)N1Cc1nc(-c2ccccc2)no1,-10%,nt,nt,11%,5,92,87,nt,nt
Cc1cc(C)n(CC(O)COc2ccccc2C(=O)Nc2ccccc2)n1 (stereo not given),4%,-20,195,-38%,-19,66,85,20,195
O=C(CSc1nc(-c2ccco2)cc(C(F)(F)F)n1)N1CCc2ccccc2C1,-4%,1,106,10%,-10,58,68,-1,106
O=[N+]([O-])c1cccc(/C=C/c2nc(C=Nc3ccc4ccccc4c3)c(O)o2)c1,-9%,-12,190,30%,nt,nt,nt,12,190
CCCCCC1CC1C(=O)N/N=C/c1ccc(N(C)C)cc1 (stereo not given),-5%,-4,205,8%,nt,nt,nt,4,205
COc1ccc(/C(O)=C2\C(=O)C(=O)N(c3cc(C)on3)C2c2ccc(OC)c(OC)c2)cc1OC (stereo not given),7%,-2,166,-16%,-6,98,104,2,166
O=C(O)c1ccc2cc[nH]c2c1,-8%,nt,nt,13%,-6,106,112,nt,nt
Cc1nn2c(=O)nc3sc4c(c3c2[nH]c1=O)CCCC4,nt,-9,112,nt,10,111,101,9,112
O=C(c1ccncc1)c1ccc(NS(=O)(=O)c2ccc(Br)s2)cc1,-18%,-58,170,-10%,nt,nt,nt,?,nt
CCOc1cc(C2C3=C(CCCC3=O)NC3=C2C(=O)CCC3)ccc1OCCO,-8%,4,120,-12%,-10,96,106,-4,120
COc1ccccc1N1CCN(C2CCN(C(=O)c3cc(OC)c(OC)c(OC)c3)CC2)CC1,-4%,nt,nt,-63%,15,98,83,nt,nt
COc1ccc(S(=O)(=O)NNC(=O)c2cc3cc4ccccc4nc3s2)cc1,0%,-9,118,-96%,nt,nt,nt,9,118
COc1cccc(-n2c(SCC(=O)N3CCOCC3)nnc2-c2c[nH]c3ccccc23)c1,2%,nt,nt,-6%,11,84,73,nt,nt
Cc1ccccc1N(C(=O)Cc1ccsc1)C(C(=O)NC1CCCCC1)c1ccc(F)cc1 (stereo not given),-10%,-13,104,10%,nt,nt,nt,13,104
Cc1cc(NC(=O)CSc2nnnn2Cc2ccccc2)no1,nt,1,147,nt,9,98,89,-1,147
O=C(CSc1nnc(-c2c[nH]c3ccccc23)o1)N1c2ccccc2CCc2ccccc21,3%,-29,171,-2%,0,73,73,29,171
Cc1cc(C)nc(NC(=O)CSc2nc3cc(Cl)ccc3s2)n1,6%,-28,170,1%,-5,105,110,27,170
COc1ccc(N=C2SC(C(=O)O)CC(=O)N2C)cc1 (stereo not given),3%,-15,168,-19%,0,102,101,15,168
O=C(CSc1nc(SCC(=O)NCc2ccccc2)n(-c2ccccc2)n1)NCc1ccccc1,-7%,10,145,-26%,-7,53,60,-10,145
Cc1ccc(S(=O)(=O)N2CCC(C(=O)N[C@H](C(=O)N3CCN(C)CC3)C(C)C)CC2)cc1,-3%,-31,179,-67%,-5,98,103,31,179
